# Tau fluor cs = counter-screen for tau fibril formation inhibitors; tau K18 P301L Alexa594 fluorescence, heparin fibrillization; Potency, µM (highest dose often 57.7 µM), inactives show top-dose activity change, negative = decrease; hit rate 0.93% among 280,000; further: on the % scale 0 is the no-effect control and ±100 the full control effect; nearly all actives have a fitted effect of over 55% in size
#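 Human K18 P301L tau (15 uM unlabeled plus 0.24 uM Alexa 594-labeled, final) in 100 mM sodium acetate pH 7 was mixed with compound and 20 uM heparin and incubated 6 hr at 37 C.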
# Tau fibril ThT = inhibitors of human tau fibril formation, thioflavin T binding | Potency, µM (doses to about 57.4 µM), without a hit: at the top dose activity, negative = inhibition, hits mostly inhibitors | recombinant tau K18 P301L (four-repeat tau fragment), heparin-induced fibrillization, ThT fluorescence | P10636 | hit rate 2.1% among 270,000; further: on the % scale 0 is the no-effect control and ±100 the full control effect; nearly all actives have a fitted effect of over 55% in size
# Target sequence (P10636 561-689 P618L limits assumed): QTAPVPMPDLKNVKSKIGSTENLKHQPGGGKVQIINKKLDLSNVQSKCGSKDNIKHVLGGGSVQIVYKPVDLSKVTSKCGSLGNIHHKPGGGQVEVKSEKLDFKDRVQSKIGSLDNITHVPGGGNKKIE
#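 Heparin-induced fibrillization of the P301L-mutant K18 repeat-domain fragment of human tau was followed by ThT binding in quantitative high-throughput format.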
# HTT ATP protect = cytoprotection in Huntington HTT-Q103 PC12 cell model; hit rate 0.14% among 230,000; AID 1471; Potency, µM (highest dose often 56.4 µM), inactives show cytoprotection (ATP increase), actives largely listed as activators; PC12 HTT-Q103 induced, cytoprotection, ATP luminescence, 40 h;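 further: % of control where 0% means no effect; nearly all actives have a fitted effect of over 45% in size; toxic huntingtin expression switched on by the ecdysone agonist tebufenozide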
#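 Rat PC12, Q103 Htt exon1-GFP fusion, ecdysone promoter; tebufenozide inducer 100 nM final; compound titration; qHTS, 1500 cells/well; ATPlite luminescent read.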
# SMN2 splice up = increases expression of the SMN2 splice variant; HEK293 SMN2-luciferase splicing reporter, luminescence, 30-36 h; AID 1458; Potency, µM (series often up to 46.1 µM), for the others: at the top dose activity change, positive = activation, usual class: activators; hit rate 2.8% among 210,000; further: % of control where 0% means no effect; nearly all actives have a fitted effect of over 55% in size
#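 qHTS luciferase splicing reporter: luminescence rises when SMN2 exon 7 is included in transfected HEK293 cells. Compound exposure lasted 30-36 h at 37C, with 4.5 mM final sodium butyrate as control, followed by a ONE-Glo read.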
# HttQ103 aggreg = reduces HttQ103-GFP aggregates in PC12 cells | PC12 HttQ103-GFP aggregates, Acumen cytometry, 40 h | Potency, µM (series often up to 46.1 µM), inactives show at the top dose activity change, negative = inhibition, usual class: inhibitors | hit rate 1.1% among 220,000 | AID 1688; further: on the % scale 0 is the no-effect control and ±100 the full control effect; nearly all actives have a fitted effect of over 60% in size
#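 PC12/HTTQ103-GFP, ecdysone-inducible; teb 100 nM; cpd qHTS titration; GFP aggregates read on laser cytometer, Ex 488/Em 500-530 nm.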
# KDM4E inh = blocks human JMJD2E demethylase activity; JMJD2E catalytic domain, FDH-coupled NADH fluorescence (FDH is formaldehyde dehydrogenase); Potency, µM (series often up to 57.1 µM), inactives show top-dose activity change, negative = inhibition, most hits filed as inhibitors; hit rate 1.6% among 230,000; AID 2147; active means well fitted inhibition curve with a large enough effect, not every such curve was filed as active; inconclusive means small, poorly fitted or top-dose-only effect, or another doubt; inactive means no such curve, though single readings can be large or run the other way;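 further: 0% = wells with enzyme and -100% = buffer wells without enzyme; nearly all actives have a fitted effect of over 50% in size; many of its hits are not listed in these tables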
# Target sequence (B2RXH2 1-337 limits assumed): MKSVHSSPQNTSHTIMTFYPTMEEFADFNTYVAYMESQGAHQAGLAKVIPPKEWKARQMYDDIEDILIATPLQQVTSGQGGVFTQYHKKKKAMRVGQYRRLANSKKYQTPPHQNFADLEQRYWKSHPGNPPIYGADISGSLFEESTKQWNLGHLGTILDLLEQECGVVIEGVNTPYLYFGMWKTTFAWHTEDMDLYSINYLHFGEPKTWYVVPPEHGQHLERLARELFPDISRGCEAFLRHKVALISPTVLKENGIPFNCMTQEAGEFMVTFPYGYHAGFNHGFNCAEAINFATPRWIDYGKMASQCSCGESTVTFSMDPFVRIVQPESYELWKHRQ
# Tau FP inhib = blocks human tau fibril formation measured by polarization | Potency, µM (titrated, usually from 57.7 µM), for inactives: at the top dose activity, negative = inhibition, usual class: inhibitors | K18 P301L tau heparin fibrillization, Alexa594 FP, 6 h | hit rate 0.39% among 280,000 | AID 1468; further: on the % scale 0 is the no-effect control and ±100 the full control effect; nearly all actives have a fitted effect of over 55% in size
#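 Human K18 P301L fragment (15 uM unlabeled plus 0.24 uM Alexa 594-labeled) in 100 mM sodium acetate pH 7 with compound, aggregation induced by 20 uM heparin for 6 hr at 37 C. ThT (30 uM) added for 1 hr, then Alexa 594 FP read.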
# ALDH1A1 inh = blocks purified human ALDH1A1 activity; P00352; Purified ALDH1A1, NADH fluorescence, propionaldehyde substrate; Potency, µM (top dose mostly 75.3 µM), for inactives: at the highest dose activity, negative = inhibition, usual class: inhibitors; hit rate 7.3% among 220,000; active means well fitted inhibition curve with a large enough effect, not every such curve was filed as active; inconclusive means small, poorly fitted or top-dose-only effect, or another doubt; inactive means no such curve, though single readings can be large or run the other way;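 further: plate controls were no enzyme wells and a reference inhibitor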
# Target sequence (P00352 whole entry, looked up): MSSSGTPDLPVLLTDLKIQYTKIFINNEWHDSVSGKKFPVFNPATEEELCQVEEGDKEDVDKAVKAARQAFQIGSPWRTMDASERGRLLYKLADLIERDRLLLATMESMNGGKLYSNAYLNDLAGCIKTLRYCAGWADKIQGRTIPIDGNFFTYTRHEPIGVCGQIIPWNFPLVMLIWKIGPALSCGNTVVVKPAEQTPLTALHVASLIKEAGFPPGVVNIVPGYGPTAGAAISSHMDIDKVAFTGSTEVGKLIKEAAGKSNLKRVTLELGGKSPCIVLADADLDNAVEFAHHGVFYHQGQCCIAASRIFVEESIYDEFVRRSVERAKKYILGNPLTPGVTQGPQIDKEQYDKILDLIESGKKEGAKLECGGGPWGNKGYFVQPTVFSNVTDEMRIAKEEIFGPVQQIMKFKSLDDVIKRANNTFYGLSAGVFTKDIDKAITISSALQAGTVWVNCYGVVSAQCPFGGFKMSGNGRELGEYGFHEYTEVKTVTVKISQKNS
# Starred values were filed as active, the others as inactive; ? = inconclusive; . = no result given; [ ] = dose if it differs, or a comment. Unless noted, the call rests on the fitted dose curve; in most records, active means well fitted curve in the direction sought with a large enough effect; inconclusive means small, poorly fitted or top-dose-only effect, or another doubt; inactive means no such curve, though single readings can be large; an effect the other way counts as inactive or inconclusive. Potency means the concentration at half of the fitted maximal effect.
Compound,HttQ103 aggreg,Tau fluor cs,ALDH1A1 inh,Tau fibril ThT,Tau FP inhib,HTT ATP protect,SMN2 splice up,KDM4E inh
Cc1ccc(S(=O)(=O)NCCOc2nc(N(C)C)nc(N(C)C)n2)cc1,9%[9.22 µM],-4%,-10%,-7%,9%,1%[10 µM],.,-4%
O=C(COCC(=O)N/N=C/c1ccc(F)cc1)N/N=C/c1ccc(F)cc1,0%,-5%,0%,-9%,?,3%[10 µM],10%,6%
COC(=O)c1oc2ccc(Cl)cc2c1N,-9%,-2%,?,-6%,17%,-10%,?,?
S=C(Nc1ccc2cn[nH]c2c1)Nc1ccccc1Cl,30%,?,14µM*,14µM*,-15%,.,?,1%
CCC(C)(c1nnnn1-c1c(C)cccc1C)N(N=O)c1ccccc1Cl (stereo unspecified),1%,-21%,13%,-11%,-6%,7%[10 µM],-21%,3%
O=C(N/N=C/c1cccc(F)c1)c1c(O)c2ccccc2[nH]c1=O,?,-7%,9%,0%,9%,-1%[10 µM],-22%,6%
O=C(COc1ccc(Cl)cc1)Nc1ccc(-c2nc3ccccc3s2)c(O)c1,.,5%,.,?,-3%,.,21%,.
O=C(OCc1ccccc1)/C(=C/c1ccc(Cl)cc1)NC(=O)c1ccccc1Cl,1%,-5%,4%,1%,-11%,-1%,-6%,-13%
CCOC(=O)c1ccc(NC(=O)Cn2cc(C(=O)c3cccs3)c3ccccc32)cc1,.,?,.,-11%,16µM*,.,-40%[inhibitor],.
COc1ccc(CCNC(=O)Cn2nnc(-c3ccc(OC)c(OC)c3)n2)cc1OC,19%[9.22 µM],-1%,17%,-5%,7%,7%[10 µM],-8%,?
O=C(COc1ccc(Cl)cc1Cl)OCn1nnc2ccccc2c1=O,11%,-18%,24%,-3%,?,0%,3%,-1%
CCn1cc(C(C)NC(=O)COc2ccc(Cl)cc2C)c(C)n1 (stereo unspecified),?,2%,8%,6%,-9%,2%[10 µM],-59%[inhibitor],-1%
CC(=O)Nc1cc(C(=O)O)ccc1S(=O)(=O)c1ccc(Cl)cc1,2%,-13%,?,?,-10%,2%,-9%,?
CCOC(=O)c1sc(NC(=O)c2ccccc2OC)nc1C,4%,-3%,?,-12%,0%,-52%[inhibitor][10 µM],2.5µM*,?
Cc1cc(C)nc(-n2nc(C)c3c(C)c(C)c(C)nc32)n1,1%[9.22 µM],-2%,8%,-5%,-1%,6%,4%,2%
CC(=O)c1cccc(NC(=S)NC(=O)c2ccc(C)cc2)c1,-5%[9.22 µM],-3%,?,-11%,-3%,-8%[10 µM],11µM*,4%
COc1ccccc1N1CCN(C(=O)/C=C/c2ccco2)CC1,9%,5%,-5%,0%,4%,12%[0.074 µM],.,-3%
O=c1c2c3c(sc2n2cnnc2n1C1CCCCC1)CCC3,3%[9.22 µM],1%,9%,4%,-2%,-1%,-16%,-2%
Cc1ccc(NC(=O)c2cc3nc(-c4ccc5c(c4)OCO5)cc(C(F)(F)F)n3n2)cc1Cl,.,-22%,.,?,-13%,.,7%,.
CCCNC(=S)N1CCN(Cc2ccc3c(c2)OCO3)CC1,-1%[9.22 µM],-6%,-12%,-10%,-1%,11%[10 µM],.,?
O=C(O)CCc1ccc(-c2ccc(F)cc2)n1CCC(=O)O,1%,-14%,?,-26%,-5%,18%[0.074 µM],-2%,?
Cc1ccc2c(c1)N(C(C)C(=O)NCc1ccc3c(c1)OCO3)C(=O)CO2 (stereo unspecified),-1%[9.22 µM],8%,.,5%,2%,3%[10 µM],.,3%
CC1CCN(C(=O)CN(c2cccc(F)c2)S(C)(=O)=O)CC1,27%[9.22 µM],7%,4%,13%,5%,27%[10 µM],.,-2%
CCC(C(=O)OCC(=O)Nc1cc(C)ccc1OC)c1ccccc1 (stereo unspecified),-13%,-14%,-5%,-13%,-4%,2%[10 µM],10%,-1%
Cc1nnc2c3ccccc3c(Cl)nn12,10%[9.22 µM],-11%,3%,-5%,-2%,21%[10 µM],.,-1%
CCCCNC(=O)Nc1ccccn1,?,-3%,8%,1%,2%,-1%,5µM*,-1%
Cc1nc2ccccc2c(=O)n1NC(=O)c1cccnc1Cl,-15%,-2%,3%,2%,-10%,-5%,5%,6%
CSc1cccc(NC(=O)C2CCCN2S(=O)(=O)c2ccc3c(c2)CCC(=O)N3)c1 (stereo unspecified),2%,-11%,-2%,-6%,-2%,-41%[inhibitor],5%,-9%
O=C(NCCc1ccccc1)/C(=C\c1ccc([N+](=O)[O-])cc1)NC(=O)c1ccccc1,-6%,-5%,16%,-6%,2%,-24%,.,6%
O=C1c2ccccc2C(=O)N1CCCc1nc(-c2ccc(Cl)cc2)no1,-14%,-16%,-2%,-6%,-2%,-10%,-3%,-3%
CCSc1cnc(-c2ccccc2)n1CC,-4%,-4%,-3%,-8%,0%,-1%,-8%,?
CC(c1ccccc1)n1cc(C(=O)NCc2cccnc2)nn1 (stereo unspecified),14%[9.22 µM],-5%,10%,-6%,-10%,7%,-12%,-7%
COc1ccc(NC(=O)CSc2nnc(Cc3cccn3C)n2-c2ccc(F)cc2)cc1,-3%,-19%,?,-15%,1%,-13%,1%,-7%
OCC1(Cc2ccccc2)CCCN(Cc2cn[nH]c2-c2ccccc2)C1 (stereo unspecified),12%[9.22 µM],-13%,-1%,-14%,-6%,7%[10 µM],.,5%
Cc1cc2ncn(-c3ncnc4sc(C)c(C)c34)c2cc1C,1%,0%,5%,-3%,-4%,-1%[10 µM],-6%,-2%
CCN1CCN(S(=O)(=O)c2cc(OC)c(Cl)cc2OC)CC1,-9%,-6%,6%,-8%,-10%,1%,8%,5%
COc1ccc2[nH]c(C(=O)N(C)c3ccc(F)cc3F)cc2c1,7%[9.22 µM],-22%,-2%,?,2%,10%[10 µM],.,-1%
FC(F)(F)c1cccc(NCc2n[nH]c(=S)n2C2CCCCC2)c1,14%,-22%,-7%,-7%,0%,-2%,-10%,-6%
CC(C)(C)c1ccc(S(=O)(=O)c2cn(CC(=O)Nc3ccccc3)c3ccccc3c2=O)cc1,.,-10%,.,6%,?,.,3%,.
CCCn1c(C)cc(C(=O)CSc2nnc3n(CCC)c(=O)c4ccccc4n23)c1C,?,-4%,1%,-3%,2%,-6%[10 µM],17%,-22%
COc1ccc(OC)c(NC(=O)CCN2CC(C)OC(C)C2)c1 (stereo unspecified),11%[9.22 µM],-8%,2%,-5%,-3%,-27%,7%,-2%
Cc1ccc(C2NC(=O)Cc3ccccc32)cc1 (stereo unspecified),-7%,-6%,1%,-5%,-13%,-12%,-9%,1%
CC(=O)N1CCN(C(=S)NCCc2ccccc2)CC1,-7%,-3%,-7%,-13%,7%,10%[10 µM],5%,2%
CN1C(=O)CC(NNC(=O)c2ccccc2)C1=O (stereo unspecified),-8%,3%,-4%,-7%,-1%,-18%,-18%,-5%
CCCC(=O)c1ccc(N2CCCCCC2)c(F)c1,-13%,-9%,?,?,9%,-5%,26%,5%
CCOc1ccccc1C1CC(c2cccc(NS(C)(=O)=O)c2)=NN1C(=O)c1ccccc1 (stereo unspecified),15%,-23%,1%,-8%,3%,12%[10 µM],6%,-5%
COc1ccccc1CNC(=O)COC(=O)Cn1cnc2ccccc21,16%,-3%,-12%,-2%,-1%,-7%,18%,-2%
Cn1c(=O)oc2cc(S(=O)(=O)NCCC(=O)NCc3ccc(F)cc3)ccc21,.,-1%,.,4%,-2%,.,-8%,.
CCCc1nnc(NC(=O)CCC(=O)Nc2ccc(F)cc2)s1,-10%,-2%,-7%,-4%,-3%,-3%,-9%,2%
O=C(CN(C(=O)CCC(=O)Nc1nccs1)C1CCCC1)NCc1ccc2c(c1)OCO2,4%,-3%,2%,-5%,-3%,8%,14%,-1%
CC(CCc1ccccc1)NC(=O)CSc1nccc(=O)[nH]1 (stereo unspecified),-7%,-1%,-2%,-1%,1%,-11%,-6%,11%
O=C(COc1ccc(S(=O)(=O)NC2CCCCC2)cc1)N1CCN(c2ccc(F)cc2)CC1,-11%,-17%,-11%,-13%,8%,6%,-49%[inhibitor],-3%
CC1CC(NC(=O)CCn2c(=O)oc3ccccc32)CC(C)(C)C1 (stereo unspecified),-4%,-8%,2%,-13%,0%,6%,-12%,3%
CN1C2C=C(N(CCc3ccccc3)C(=O)c3ccc(Cl)cc3)CC1CC2 (stereo unspecified),15%[9.22 µM],-13%,-8%,-12%,-1%,7%[10 µM],.,9%
CCCc1cc(C(=O)N/N=C/c2ccc(C)o2)c2ccccc2n1,0%,-4%,-3%,-1%,-5%,-80%[inhibitor],-4%,-11%
O=C(OCC(=O)N1CCCC1)c1ccc(S(=O)(=O)Nc2ccccc2)cc1,13%,6%,-5%,4%,3%,-22%,-8%,5%
CCOC(=O)c1cc(C#N)c(SCc2cccc3ccccc23)nc1C,-32%,-16%,-11%,-1%,-12%,-1%,-5%,?
O=C(CN1C(=O)COc2ccccc21)c1ccc(Cl)cc1,-12%,-6%,-11%,-7%,-3%,-24%[10 µM],-8%,0%
C[C@@H]1CC=C[C@H]2[C@H]1C(=O)N(Cc1ccccc1)[C@H]2c1ccc2ccccc2c1,-38%[9.22 µM],19%,.,4%,0%,-48%[inhibitor][10 µM],.,7%
c1ccc(NCn2cncn2)nc1,25%,-2%,10%,-1%,-1%,2%,-21%,-7%
CS(=O)(=O)c1ccc(Cl)c(NC(=O)COC(=O)c2cccc(C#N)c2)c1,2%,-8%,-3%,-9%,0%,-6%,12%,-2%
CCOC(=O)c1c(Nc2cc(C)cc(C)c2)nnc(-c2ccccc2)c1-c1ccccc1,.,-12%,.,?,-3%,.,-23%,.

# Screening results: PubChem, National Center for Advancing Translational Sciences (NCATS)

# Not all compounds are listed. The share of hits here may be higher or lower than overall.
